S3 lipid droplet: qHTS Assay for Lipid Storage Modulators in Drosophila S3 Cells. Drosophila S3 cells, BODIPY lipid droplet fluorescence, 18-24 h; cells fed with added oleic acid. Potency in µM for hits, for the others lipid storage change, negative = inhibition, % at the top dose, mostly 46.1 µM. actives 0.64% (n = 320,000). AID 2685; active = well fitted inhibition curve with a large enough effect in the signal ratio, with a control signal flat, not every such curve was filed as active; inconclusive = small, poorly fitted or top-dose-only effect, or effect the other way, or a change in a side signal; the % refers to the signal ratio
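Drosophila S3 cells loaded with oleic acid (400 uM, as added) and compounds at several concentrations; lipid droplets imaged by 488-nm laser-scanning cytometry, 500–530 nm intensity and object ratio to cell channel. Percent activity normalized to 20 uM Triacsin C.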
S3 lipid droplet cell count max: second read-out of S3 lipid droplet, no call of its own (marks repeat the call); cell number change, %; measured here: cell count max response;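 cells counted by Cell Tracker Red CMTPX staining in the red channel; peak over a dose series mostly up to 46.1 µM; percent activity relative to internal control wells on each plate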
Active calls of the source: *; i = inactive; u = inconclusive; x = no result given; [ ] = another dose, or the depositor's remark. % is set by controls: 0 for no effect and ±100 for the full control effect; potency is the fitted concentration of half-maximal effect. This is a subset. The share of hits here may be higher or lower than overall.

SMILES	S3 lipid droplet	S3 lipid droplet cell count max
CCOc1cc(C(=O)Nc2ccc(S(=O)(=O)N3CCOCC3)cc2)cc(OCC)c1OCC	u	x
CN(C)S(=O)(=O)c1cccc(NC(=O)c2ccc(COc3ccccc3)cc2)c1	u	x
Cc1cc(C(=O)N/N=C2\CC(=O)CC(C)(C)C2)n[nH]1	-22%	-17
Cc1onc(-c2c(F)cccc2Cl)c1C(=O)N1CCOC12CCCCC2	u	x
COc1ccc2c(c1OC)C(=O)N1N=C(c3ccc(F)cc3)CC21 (stereo not given)	24%[9.22 µM]	5
O=C(Nc1cccc([N+](=O)[O-])c1)N1CCCc2ccccc21	u	x
CCC(C)NC(=O)Cn1cc(S(=O)(=O)N2CCCC2)c(S(=O)(=O)N2CCCC2)c1 (stereo not given)	i	-5
O=C(CSc1cn(CC(=O)N2CCCCCC2)c2ccccc12)NCC1CCCO1 (stereo not given)	-4%	-9
CN1CCN(S(=O)(=O)c2ccc(N)cc2)CC1	1%	-15
COc1cc(CCCN2CCNC[C@@H]2Cc2ccc(O)cc2)cc(OC)c1OC	u	x
Cn1ncc(Br)c1C(=O)N/N=C/c1cccc(OC2CSC2)c1	u	x
COc1ccc(N2C(=O)CC(NCc3ccncc3)C2=O)cc1 (stereo not given)	6%	13
CCS(=O)(=O)c1ccc(S(=O)(=O)CC)s1	u	x
O=C(O)C1CCCN(S(=O)(=O)c2ccc(F)cc2)C1 (stereo not given)	20%	4
O=C(Nc1ccc([N+](=O)[O-])cc1Br)c1cc2ccccc2nc1Cl	u	x
Cc1cc(Cl)c(S(=O)(=O)Nc2cccc(O)c2)cc1OCC(N)=O	19%	5
CCOC(=O)c1cnc2c(OC)cccc2c1N1CCN(c2ccccc2OC)CC1	u	x
COc1cc(NC(=O)Cn2nc(C(F)(F)F)c(Br)c2C)cc([N+](=O)[O-])c1	u	x
Cc1cc(N/N=C/c2ccccc2)nc(N)n1	u	x
O=C(CNC(=S)N(Cc1ccccc1)Cc1ccccc1F)NCCc1ccccc1	u	x
CCS(=O)c1ccccc1C(=O)OCC(=O)Nc1cccc(S(=O)(=O)N2CCCCC2)c1 (stereo not given)	u	x
CN(C)/C=N/c1ncn(-c2ncc(C(F)(F)F)cc2Cl)n1	u	x
Cc1ccc(C)c(N2CCN(C(=O)c3nn(C)c4c3CS(=O)(=O)c3ccccc3-4)CC2)c1	u	x
CC(=O)Nc1cccc(C(=O)NC2CCCc3c2cnn3-c2cc(C)cc(C)c2)c1 (stereo not given)	u	x
COc1cc(NC(=O)CN2C(=O)NC(c3ccccc3)(c3ccccc3)C2=O)c(C)cc1[N+](=O)[O-]	u	x

The listing continues.
SMILES	S3 lipid droplet	S3 lipid droplet cell count max
CCOC(=O)c1c(NC(=O)C2CCCO2)sc(C(N)=O)c1C (stereo not given)	u	x
CCCSc1cc(N)cc([N+](=O)[O-])c1	-19%	x
COc1ccccc1NC(=O)Cn1c(=O)oc2ccccc21	i	x
CCC(NC(=O)c1ccccc1NC(=O)c1ccccc1)C(=O)O (stereo not given)	u	x
CC(C)N(C)Cc1nnnn1CC(=O)N(C)Cc1cccc(Cl)c1	i	-5
COc1ccc2c(CCNC(=O)CN3C(=O)c4ccccc4C3=O)c[nH]c2c1	0%	x
O=C(O)c1cccc(S(=O)(=O)N2CCc3ccccc3C2)c1	u	x
COc1ccccc1CN1CC(C(=O)NCCN2CCNC2=O)CCC1=O (stereo not given)	u	x
CC1(C)Cc2c(C#N)c(SCc3ccccc3)nc(N3CCOCC3)c2CO1	u	x
CCCOc1ccc(-c2c(C(=O)N/N=C/C3CC=CCC3)nnn2-c2nonc2N)cc1 (stereo not given)	15%	-4
O=C(CNC(=O)c1ccc(Br)cc1)OCc1cc([N+](=O)[O-])cc2c1OCOC2	19%	x
O=[N+]([O-])c1cc(S(=O)(=O)Nc2ccccc2)ccc1-n1nnc2ccccc21	u	x
COc1ccc(/C=N/NC(=O)CCn2nc(C)cc2C)cc1	14%	9
COc1ccc(/C=N/n2c(-c3ccc(C)cc3)n[nH]c2=S)cc1OC	4%	15
Cc1c(C(=O)NCc2ccccn2)oc2ccc(S(=O)(=O)N3CCOCC3)cc12	u	x
c1ccc(-c2nnc3sc(Cc4cccs4)nn23)cc1	11%	2
Cc1ccccc1OCCC(=O)N(Cc1ccccc1)c1c(N)n(Cc2ccccc2)c(=O)[nH]c1=O	-12%	-10
Cc1cc(C)nc(-n2nc(C)cc2NC(=O)CNC(C)c2ccccc2)n1 (stereo not given)	10%	x
COc1ccc(NC(=O)CSc2nnc(NC(C)=O)s2)c([N+](=O)[O-])c1	u	x
O=C(Cn1cnc2cc([N+](=O)[O-])ccc2c1=O)Nc1ccccc1Cl	u	x
Cc1c(OC(C)C(=O)NCCCn2ccnc2)ccc2c3c(c(=O)oc12)CCC3 (stereo not given)	u	x
CCOc1ccc(C(=O)Nc2ccc(N3CCN(C(C)=O)CC3)cc2)cc1[N+](=O)[O-]	u	x
COc1ccc(OC)c(C(=O)CN2CCN(S(=O)(=O)c3ccc(Br)cc3)CC2)c1	i	x
Cc1noc(C)c1C(=O)OCC(=O)Nc1cccc(S(=O)(=O)N(C)C)c1	3%	-2
O=C(Cc1ccc(Cl)cc1)Nc1ccc(CN2CCCCC2)cc1	-3%	9

Copied from above for reference:
SMILES	S3 lipid droplet	S3 lipid droplet cell count max
COc1ccccc1CN1CC(C(=O)NCCN2CCNC2=O)CCC1=O (stereo not given)	u	x
CC1(C)Cc2c(C#N)c(SCc3ccccc3)nc(N3CCOCC3)c2CO1	u	x
CCCOc1ccc(-c2c(C(=O)N/N=C/C3CC=CCC3)nnn2-c2nonc2N)cc1 (stereo not given)	15%	-4
O=C(CNC(=O)c1ccc(Br)cc1)OCc1cc([N+](=O)[O-])cc2c1OCOC2	19%	x
O=[N+]([O-])c1cc(S(=O)(=O)Nc2ccccc2)ccc1-n1nnc2ccccc21	u	x
COc1ccc(/C=N/NC(=O)CCn2nc(C)cc2C)cc1	14%	9
COc1ccc(/C=N/n2c(-c3ccc(C)cc3)n[nH]c2=S)cc1OC	4%	15
Cc1c(C(=O)NCc2ccccn2)oc2ccc(S(=O)(=O)N3CCOCC3)cc12	u	x
c1ccc(-c2nnc3sc(Cc4cccs4)nn23)cc1	11%	2
Cc1ccccc1OCCC(=O)N(Cc1ccccc1)c1c(N)n(Cc2ccccc2)c(=O)[nH]c1=O	-12%	-10
Cc1cc(C)nc(-n2nc(C)cc2NC(=O)CNC(C)c2ccccc2)n1 (stereo not given)	10%	x
COc1ccc(NC(=O)CSc2nnc(NC(C)=O)s2)c([N+](=O)[O-])c1	u	x
O=C(Cn1cnc2cc([N+](=O)[O-])ccc2c1=O)Nc1ccccc1Cl	u	x
Cc1c(OC(C)C(=O)NCCCn2ccnc2)ccc2c3c(c(=O)oc12)CCC3 (stereo not given)	u	x
CCOc1ccc(C(=O)Nc2ccc(N3CCN(C(C)=O)CC3)cc2)cc1[N+](=O)[O-]	u	x
COc1ccc(OC)c(C(=O)CN2CCN(S(=O)(=O)c3ccc(Br)cc3)CC2)c1	i	x

Next section
SMILES	S3 lipid droplet	S3 lipid droplet cell count max
CCCCn1c(N)c(N(CCC(C)C)C(=O)C2CC(=O)N(Cc3ccc(C)cc3)C2)c(=O)[nH]c1=O (stereo not given)	u	x
O=[N+]([O-])c1cccc(-c2nn(-c3ccccc3)cc2CO)c1	11%	10
COc1cccc(C(=O)Nc2cc(=O)n(C)c(=O)n2C)c1	8%	5
C[C@]12CCC(=O)C=C1CC[C@@H]1[C@@H]2[C@@H](O)C[C@]2(C=O)[C@@H](C(=O)CO)CC[C@@H]12	u	x
Cc1ccc(S(=O)(=O)Nc2ccc(Br)cc2C(NCC(=O)O)c2ccccc2)cc1 (stereo not given)	-8%	-4
CC(=O)N1CCN(CC(O)Cn2c3ccccc3c3ccccc32)CC1 (stereo not given)	0%	3
O=C(CC1SC(=O)N(Cc2cccc3ccccc23)C1=O)Nc1nccs1 (stereo not given)	-20%	-1
Cc1oncc1C(=O)NC1CCCCC1	u	x
Cc1ccccc1CN(c1ccc(C(=O)Nc2cccnc2)cc1)S(C)(=O)=O	u	x
CC(Sc1nnc2ccccn12)C(=O)Nc1ccc2c(c1)OCCO2 (stereo not given)	u	x
O=c1[nH]c2ccc(NCc3ccc(F)cc3)cc2[nH]1	23%	x
CN(C)/C=C/C(=O)c1ccc(Br)cc1	u	x
COc1ccc(Cl)cc1N(C(=O)c1ccco1)C(C(=O)NC1CCCC1)c1cccnc1 (stereo not given)	i	6
CC(=N/O)/C(=N\O)c1ccc(C)o1	-2%	-9
COc1ccc(Nc2nc(N)nc(CSC(=S)N3CCN(c4ccccc4)CC3)n2)cc1	u	x
CC(Sc1nnc(C2CC2)n1C1CC1)C(=O)Nc1cccc(S(=O)(=O)N(C)C)c1 (stereo not given)	20%	4
COCCN1CCC(CNCc2cn(-c3cc(C)ccc3C)nc2-c2ccccc2)C1 (stereo not given)	i	-5
CCC1CCCCN1C(=O)COc1ccc2c3c(c(=O)oc2c1)CCC3 (stereo not given)	u	x
CC(=O)NC1C(=O)N(CC(C)C)c2ccccc21 (stereo not given)	u	x
O=C(NCc1ccccn1)c1ccccc1OCc1ccc(Cl)cc1Cl	u	x
Cc1cc(C(=O)OCCO)c(C#N)c(N)n1	u	x
COc1cccc(NC(=O)c2ccc(S(=O)(=O)N3CCCCC3)cc2)c1	i	x
CN(/N=C/c1ccncc1)C1=NS(=O)(=O)c2ccccc21	-8%	x
Cc1nc(C)c2c(=O)cc(-c3ccccc3)[nH]c2n1	u	x
Cc1cc(C)nc(SCC(=O)N/N=C/c2cccs2)n1	u	x

Remaining list, next part.
SMILES	S3 lipid droplet	S3 lipid droplet cell count max
COc1ccc(S(=O)(=O)NC(C)C)cc1C(=O)NC1CCCCC1	16%	19
COc1ccc(NC2CC(=O)N(C)C2=O)cc1 (stereo not given)	i	7
CCOC(=O)c1cc2c(nc1N)CC(C)(C)OC2	2%	3
CCCn1c(C2CC(=O)N(c3ccc(C)cc3)C2)nc2ccccc21 (stereo not given)	7%	-6
Cn1cnc(S(=O)(=O)Nc2ccccc2N2CCOCC2)c1	5%	6
CCOCCCNC(=S)N(CCCN(C)C)Cc1cc2cc3c(cc2[nH]c1=O)OCCO3	16%	6
Nc1ncnc2c1ncn2CCc1ccccc1	u	x
Fc1ccc(OCCOCCNCC2CCCO2)cc1 (stereo not given)	0%	18
CCC(=O)Nc1ccc2c(c1)nc(CCN1CCN(c3ccccn3)CC1)n2C	u	x
Cn1c(-c2cccc([N+](=O)[O-])c2)cnc1NCc1cccc(F)c1	-2%	-16
CCOc1c2ccc(C(=O)NCc3ccc(C)cc3)cc2nn1CCOC	u	x
COC(=O)c1ccc(C)c(NS(=O)(=O)c2ccc(C)c([N+](=O)[O-])c2)c1	u	x
COc1ccc(-c2noc(CCC(=O)NCC3CCCO3)n2)cc1 (stereo not given)	3%	6
Cc1ccc(S(=O)(=O)NCCC(=O)OCc2ccc([N+](=O)[O-])cc2)cc1C	19%	-24
CCCCN1CC(=O)N2[C@H]3c4ccc(OC)cc4OC[C@@H]3[C@H](c3ccccc3)[C@]2(C)C1=O	u	x
Cc1cc(C)cc(NC(=O)CSc2nnc(-c3cc(C)[nH]n3)n2N)c1	u	x
Cn1c(SCc2cccc(Cl)c2)nc(C(F)(F)F)cc1=O	i	-2
NC(=S)NNc1cccc2cccnc12	-5%	-15
Nc1nc(NCc2ccco2)nc(N2CCCCC2)c1[N+](=O)[O-]	u	x
CC1(C)CC(=O)C2=C(C1)OC(N)=C(C#N)C2c1ccccc1 (stereo not given)	u	x
CN(Cc1cccc(F)c1)C(=O)c1ccccc1Sc1ccccc1C#N	u	x
O=C(Nc1ccc2oc(-c3ccccc3F)nc2c1)c1ccco1	u	x
CCOc1cc(/C=N/O)ccc1OCc1ccc(F)cc1	18%	-15
CCc1cc2c(=O)c(-c3ccon3)c(N)oc2cc1OC	u	x
Cc1ccnc2nc(C(=O)OCCOc3ccc(Cl)cc3)nn12	-8%	-6

(further entries)
SMILES	S3 lipid droplet	S3 lipid droplet cell count max
O=c1c(-c2ccc(Cl)cc2)[n+]([O-])c2ccccc2n1OCc1ccccn1	26%	-17
Cc1cc(NC(=O)COC(=O)c2n[nH]c3ccccc23)no1	-15%	1
Oc1ccccc1C1CC(c2cccs2)=NC(c2cccc(Br)c2)N1 (stereo not given)	7%	-14
N#Cc1c(-c2ccc(Cl)cc2)c(C#N)c(=O)n(N)c1N	-6%	-17
CC(=O)c1ccc(OCc2cc(C(=O)N3CC[C@@H]4CCCC[C@H]4C3)no2)cc1	29%	9
Cc1ccccc1OCC(O)Cn1c(N2CCCCC2)nc2c1c(=O)[nH]c(=O)n2C (stereo not given)	u	x
Cn1ncc2c(NCc3cccc(C(F)(F)F)c3)c(C(=O)O)cnc21	0%	x
CO/N=C1\CCCc2c(C(=O)NN)sc(SC)c21	u	x
CN(C)S(=O)(=O)c1ccc(Cl)c(NC(=O)CN2CCNC(=O)C2)c1	u	x
COc1ccccc1C(=O)NC(=S)Nc1ccc(Cc2ccncc2)cc1	u	x
Cc1cc(C)cc(N(C(=O)CNC(=O)c2ccco2)C(C(=O)NC2CCCCC2)c2ccncc2)c1 (stereo not given)	24%	6
O=C(O)c1c(C(=O)O)c(-c2ccc(Cl)c(Cl)c2)n2c1CSC2	-21%	-10
CC(=O)Nc1cccc(OCc2ccc(S(=O)(=O)Cc3ccccc3)cc2)c1	u	x
Fc1ccc(Cc2nnc(-c3cccs3)o2)cc1	1%	1
O=C(COC(=O)Cc1cn2ccsc2n1)NC12CC3CC(CC(C3)C1)C2	u	x
Nc1ccccc1C(=O)N=Nc1[nH]c(N)c2ccccc12	u	x
CC(=O)c1cccc(NC(=O)CCn2c(=S)oc3ccccc32)c1	-28%	x
CCCNC(=O)c1nnsc1Sc1ccc(Cl)cc1	i	19
COC(=O)c1ccc(CSc2nnc(CNC(=O)c3ccc(OC)cc3)o2)o1	7%	2
